Source: PubChem BioAssay (National Center for Advancing Translational Sciences (NCATS))
Nrf2 block: blocks Nrf2 signaling. A549 ARE-Fluc reporter, luciferase luminescence, 18-24 h. Potency, µM (top dose mostly 46 µM), for inactives: at the top dose activity change, negative = inhibition, hits mostly inhibitors. 360,000 tested, 2.1% active. AID 504444; further: potency means the concentration at half of the fitted maximal effect; on the % scale 0 is the no-effect control and ±100 the full control effect; nearly all actives have a fitted effect of over 60% in size
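Concentration-response testing used A549 ARE_Fluc cells at 5000 cells/well. Following an 18-24 h compound incubation, viability was read by fluorescence (Ex 405/Em 525) and luciferase output by luminescence.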
ATXN viability: reduces viability in counter-screen for ATXN expression inhibitors; S2 cells (HEK-293 line with an ATXN2-luciferase reporter) viability, CellTiter-Fluor protease fluorescence, 24 h; Potency, µM (series often up to 56.7 µM), usual class: cytotoxic; 400,000 tested, 0.49% active; further: potency means the concentration at half of the fitted maximal effect; nearly all actives have a fitted effect of over 40% in size
A549 viability: A549 cytotoxicity, counter-screen for Nrf2 inhibitors; A549 ARE-Fluc cells, CellTiter-Fluor viability, 18-24 h; Potency, µM (titrated, usually from 46 µM), for inactives: at the top dose activity change, negative = cytotoxicity, hits mostly inhibitors; 390,000 tested, 0.16% active; AID 504648; further: potency means the concentration at half of the fitted maximal effect; on the % scale 0 is the no-effect control and ±100 the full control effect
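A549 ARE_Fluc cells in 5% FBS OPTI-MEM were exposed to compounds in concentration-response for 18-24 h at 37 deg C. Viability was read by CellTiter-Fluor fluorescence (Ex 405/Em 525) after 30 min, before the luciferase read.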
Nrf2 ARE act: activates Nrf2 signaling | AREc32 ARE-luciferase reporter (MCF7-derived line), luminescence, 24 h | Potency, µM (top dose mostly 46.1 µM), inactives show at the top dose activation, most hits filed as activators | 410,000 tested, 0.31% active; further: potency means the concentration at half of the fitted maximal effect; % of control where 0% means no effect; nearly all actives have a fitted effect of over 65% in size
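AREc32_Fluc, 1000 cells/well, OPTI-MEM + 5% FBS, o/n 37 deg C 5% CO2; 23 nL cpd by pin tool, 24 hr; Steady-Glo 30 min RT, luminescence.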
TGFb SMAD3 inh: TGF-b pathway inhibition; HepG2 CAGA-GFP TGF-b/SMAD3 reporter, GFP fluorescence, 18 h; TGF-beta stimulated, 500 pg/mL final; Potency, µM (series often up to 46.1 µM), inactives show top-dose activity, negative = inhibition, hits mostly inhibitors; 410,000 tested, 1.2% active; further: potency means the concentration at half of the fitted maximal effect; on the % scale 0 is the no-effect control and ±100 the full control effect; nearly all actives have a fitted effect of over 65% in size
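Read-out: total well GFP (ex488/em500-530) summed from mean per-cell fluorescence. Cells: HEPG2 CAGA-GFP, 1% FBS DMEM, 18 h at 37 degrees C with 500 pg/mL final TGF-beta. Unstimulated wells served as the full-inhibition control; stimulated DMSO wells = 0%.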
HepG2 viability: HepG2 cytotoxicity, counter-screen for TGF-b inhibitors; HepG2 CAGA-GFP viability, ATP luminescence, 18 h; Potency, µM (doses to about 46.1 µM), for the others: top-dose activity change, negative = cytotoxicity, most hits filed as cytotoxic; 410,000 tested, 0.76% active; further: potency means the concentration at half of the fitted maximal effect; some results filed as inactive show a strong effect at the top dose
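HepG2 CAGA-GFP cells (1000/well, DMEM with 1% FBS) received compound, then TGF-beta at 500 pg/mL final, and were incubated 18 hours at 37 degrees C. Viability was read by CellTiter-Glo luminescence. Media-only wells were set as complete cell-killing and DMSO as no toxicity.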
IL1B secr inh: blocks inflammasome-driven IL-1 beta release; THP-1 LPS/ATP IL-1B secretion, AlphaLISA, 16 h; hits give low values; activity change, % at 57.5 µM; 360,000 tested, 4.7% active; AID 743279; in the data active means activity change below about -50%; inconclusive means mostly about -30% to -49%; further: on the % scale 0 is the no-effect control and ±100 the full control effect
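THP-1 cells pretreated 1 hr with compounds (up to 57.5 uM final), then stimulated with LPS (250 ng/mL final) plus ATP (1.25 mM final); secreted IL-1B measured by AlphaLISA after 16 hr, decreased signal indicating inhibition.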
MCF10A rereplic: inducers of DNA re-replication in MCF 10A breast cells. MCF 10A DNA re-replication, Hoechst nuclear intensity, 48 h. Potency, µM (top dose mostly 46.1 µM), without a hit: at the top dose activity, positive = re-replication, hits mostly activators. 350,000 tested, 2.9% active. AID 624296; further: potency means the concentration at half of the fitted maximal effect; % of control where 0% means no effect; nearly all actives have a fitted effect of over 50% in size
ATXN2 expr inh: ATXN2 expression inhibition. HEK-293 ATXN2-luciferase reporter, luminescence, 24 h. Potency, µM (titrated, usually from 57 µM), inactives show top-dose activity change, negative = inhibition, most hits filed as inhibitors. 360,000 tested, 0.72% active; further: potency means the concentration at half of the fitted maximal effect; on the % scale 0 is the no-effect control and ±100 the full control effect; nearly all actives have a fitted effect of over 55% in size
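ATXN2-luciferase reporter cells (luciferase flanked by upstream and downstream ATXN2 gene portions) were treated 24 h at 37 °C with compounds at up to 57 uM. SteadyGlo luminescence gave expression; GF-AFC fluorescence gave viability.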
* = called active by the depositor; i = inactive; u = inconclusive; x = no result given; & = joins results of further samples; [ ] = remark or other dose. Unless noted, the call rests on the fitted dose curve; in most records, active means well fitted curve in the direction sought with a large enough effect; inconclusive means small, poorly fitted or top-dose-only effect, or another doubt; inactive means no such curve, though single readings can be large; an effect the other way counts as inactive or inconclusive.

SMILES	Nrf2 block	ATXN viability	A549 viability	Nrf2 ARE act	TGFb SMAD3 inh	HepG2 viability	IL1B secr inh	MCF10A rereplic	ATXN2 expr inh
CN(c1ccccc1)S(=O)(=O)c1ccc(Cl)c(C(=O)OCC(=O)NC2CCS(=O)(=O)C2)c1 (stereo unspecified)	-7%	i	-3%	0.4%	0%	8%	38	-7%	-19%[11.3 µM]
COc1ccc([C@H]2CC(=O)C=C(c3ccc4c(c3)OCCO4)C2)cc1	u	i	0%	11%	-11%	-3%	-6	-5%	38%[activator]
Cn1c(SCC(=O)N/N=C/C=C\c2ccco2)nc2ccccc21	-9%	i	-2%	u	0%	2%	u	11%	-2%
O=C(NCc1ccco1)c1ccc(Cl)s1	-9%	i	-13%	17%	-2%	0%	-1	7%	6%
Cc1cc(C(=O)N2CCN(Cc3ccccc3)CC2)on1	-15%	i	5%	-0.4%	19%	5%	6	5%	-3%
CCCN1C(=O)c2ccccc2NC1c1ccc(OC)cc1O (stereo unspecified)	18%	i	-4%	-0.4%	-3%	-17%	16	u	56%[activator]
CCCCCn1c(=O)[nH]c2cc(C(=O)N3CCN(Cc4ccc5c(c4)OCO5)CC3)ccc2c1=O	0.82µM*	i	u	0.5%	1%	-10%	-13	22%	u
O=c1[nH]c(/C=C/c2ccccc2Cl)nc2ccccc12	u	i	-10%	5.3%	-2%	0%	-3	16%	-1%
COc1cc(C2NC(=S)NC(C)=C2C(=O)OC(C)C)ccc1OC(C)C (stereo unspecified)	-22%	i	-7%	0.5%	0%	-9%	4	u	1%
Cc1ccc(C(=O)NCC(=O)OCc2cc(=O)n3nc(C4CCCCC4)sc3n2)cc1	-8%	i	0%	-0.2%	u	-9%	x	x	-2%
Cc1ccc(NS(=O)(=O)c2ccc(C(=O)NCC3CCCO3)cc2)cc1 (stereo unspecified)	-22%	i	0%	1.0%	-1%	8%	-6	-43%[inhibitor]	7%
CC(=O)Nc1ccc(NC(=O)CSc2nnc(C3CC3)n2C)cc1	6%	i	-8%	-0.6%	18%	-5%	10	-2%	7%
Cc1cc(C)c(NC(=O)CS(=O)CC(=O)Nc2ccc(-n3cnnn3)c(C)c2)c(C)c1 (stereo unspecified)	-11%	i	1%	0.0%	-4%	-12%	12	-2%	1%
O=C(N/N=C/c1cc(Br)cs1)c1ccc2c(c1)OCCO2	-25%	i	-17%	-0.1%	-28%	-34%	x	u	-19%
COc1cc(OC)cc(C(=O)NC2CCN(Cc3nnnn3Cc3cccs3)CC2)c1	-21%	x	-11%	0.3%	0%	6%	-10	1%	x
CCOC(=O)[C@]12CCC=C1N(Cc1ccco1)C(=O)[C@H](CC(=O)N1CCCC1)C2	x	i	x	0.6%	x	x	62	x	1%
CCCCn1c(N)c(N(CCC(C)C)C(=O)CSc2nc3ccccc3s2)c(=O)[nH]c1=O	x	i	x	-2.2%	-4%	-2%	-5	x	x
Cc1cc(C(=O)N/N=C2\CCCC(C)C2)n[nH]1 (stereo unspecified)	12%	i	-8%	2.5%	-1%	-2%	-5	-14%	9%
Cc1ccc(-n2ncc3c(=O)n(CC(=O)N(C)C)cnc32)cc1	6%	i	-5%	0.3%	-2%	-10%	9	7%	x
CC(C)(C)C(=O)NCc1ccc(C(=O)CSc2nnc3n2CCCCC3)s1	x	i	x	-0.1%	1%	-2%	13	x	x
Cc1ccccc1C(=O)Nc1ccnn1C1CCN(Cc2ccncc2)CC1	8%	i	-5%	0.2%	-6%	24%	-10	0%	-4%
NC(=O)CC(NC(=O)c1ccccc1)c1ccc(NCCCN2CCCC2=O)c([N+](=O)[O-])c1 (stereo unspecified)	0%	i	-4%	-0.9%	-16%	-41%	-7	-3%	7%
N#Cc1c([N+](=O)[O-])cc([N+](=O)[O-])cc1S(=O)(=O)Cc1ccccc1	u	32µM*	-22%	u	4µM*	10µM*	-112*	u	u
CCc1nnc(NC(=O)CCC(=O)N2CCN(S(=O)(=O)c3ccc(OC)cc3)CC2)s1	-4%	i	6%	0.3%	6%	-1%	2	1%	1%
CCOC(=O)CNC(=O)N1CCCC(N(C)CCc2ccccc2)C1 (stereo unspecified)	4%	i	6%	-0.8%	3%	-4%	15	0%	-3%

The results go on.
SMILES	Nrf2 block	ATXN viability	A549 viability	Nrf2 ARE act	TGFb SMAD3 inh	HepG2 viability	IL1B secr inh	MCF10A rereplic	ATXN2 expr inh
O=S1(=O)CCOCCCN1Cc1ccccc1	3%	i	3%	-0.6%	3%&-30%	2%&-18%	16	0%	2%
COc1ccc(Cl)cc1S(=O)(=O)n1ccnc1	-9%	i	-8%	0.0%	20%	12%	16	-11%	-13%
Cc1ccc(NC(=O)c2ccc(S(=O)(=O)N3CCC(C)CC3)cc2)cc1	-17%	i	-14%	-0.1%	0%	-44%	u	-1%	-11%
CC(=O)Nc1ccc2nc(-c3ccco3)[nH]c2c1	10%	i	4%	2.0%	-2%	-7%	-18	u	5%
CCCCn1c(N)c(NCc2ccccc2)c(=O)[nH]c1=O	-6%	i	-3%	-0.3%	5%	-8%	9	0%	-11%
Cc1ccc(-n2nc(C)c3c2OC(N)=C(C#N)C3c2ccc(C)o2)cc1 (stereo unspecified)	6%	u	4%	6.5%	-1%	-23%	-6	u	9%
COc1ccc(-c2cn[nH]c2N)cc1OC	-10%	i	2%	2.3%	-3%	-16%	-4	u	-23%
CCn1ccnc1CN(C)C(=O)c1cc(COc2c(F)cccc2F)on1	-19%	u	-29%	-0.6%	u	-13%	42	1%	x
O=C(CC1C(=O)N(c2ccc(Cl)cc2)C(=S)N1CCc1ccncc1)Nc1ccc(F)cc1 (stereo unspecified)	u	i	-16%	u	u	11µM*	-63*	-13%	u
COc1ccc(C)cc1NC(=O)NNC(=O)C(C)Oc1ccc(F)cc1Cl (stereo unspecified)	u	i	-1%	0.1%	-28%	-13%	8	11%	-25%
CSCC[C@H](NC(=O)[C@H](Cc1ccccc1)n1c(=O)[nH]c2ccccc2c1=O)C(=O)NCC1CCC(C(=O)O)CC1 (stereo partly specified)	8%	i	0%	0.0%	44%[activator]	18%	16	-5%	9%
CN(C)S(=O)(=O)n1cnc(C(CCO)c2ncn(S(=O)(=O)N(C)C)c2CCCO)c1 (stereo unspecified)	16%	i	-2%	-0.2%	7%	0%	16	6%	6%
Cc1cccc(NC(=O)CSC2=Nc3ccccc3C3=NC(CCC(=O)NCc4ccc(F)cc4)C(=O)N23)c1 (stereo unspecified)	u	u	u	0.3%	-12%	0%	x	x	-7%
CCCS(=O)(=O)N1CCCC(C(=O)N2CCN(c3ccccc3)CC2)C1 (stereo unspecified)	7%	i	0%	-1.3%	2%	7%	-7	12%	-4%
Cc1ccc(C(=O)CSc2nnc(COc3ccc(C#N)cc3)n2-c2ccccc2)cc1	-16%	u	-16%	0.0%	-1%	-3%	-3	9%	-13%
Cn1c(SCC(=O)O)nnc1C1CCCCC1	6%	i	-5%	-0.5%	-1%	-16%	13	-4%	-8%
COc1ccc(OC)c(NC(=O)CCn2ccnc2)c1	3%	u	2%	-0.3%	29%	-5%	12	-2%	-10%
NC(=O)c1ccccc1NC(=O)C1CCCN(c2ncnc3onc(-c4ccc(F)cc4)c23)C1 (stereo unspecified)	u	i	-9%	5.0%	1%	-14%	x	x	12%
O=C(COc1cc2oc(=O)c3c(c2cc1Cl)CCC3)NCC1CCC(C(=O)O)CC1 (stereo unspecified)	14%	i	1%	0.1%	7%	-2%	16	18%	14%
O=C(c1cccc(Cl)c1)N1CCN(S(=O)(=O)c2ccc(Cl)s2)CC1	-19%	i	-1%	-0.2%	-1%	-2%	u	9%	-5%
CCc1nc(SCC(=O)Nc2ccccc2C(=O)OC)n[nH]1	u	i	5%	-0.7%	26%	-14%	16	18%	7%

For convenience, 8 of the compounds above:
SMILES	Nrf2 block	ATXN viability	A549 viability	Nrf2 ARE act	TGFb SMAD3 inh	HepG2 viability	IL1B secr inh	MCF10A rereplic	ATXN2 expr inh
CCn1ccnc1CN(C)C(=O)c1cc(COc2c(F)cccc2F)on1	-19%	u	-29%	-0.6%	u	-13%	42	1%	x
O=C(CC1C(=O)N(c2ccc(Cl)cc2)C(=S)N1CCc1ccncc1)Nc1ccc(F)cc1 (stereo unspecified)	u	i	-16%	u	u	11µM*	-63*	-13%	u
COc1ccc(C)cc1NC(=O)NNC(=O)C(C)Oc1ccc(F)cc1Cl (stereo unspecified)	u	i	-1%	0.1%	-28%	-13%	8	11%	-25%
CSCC[C@H](NC(=O)[C@H](Cc1ccccc1)n1c(=O)[nH]c2ccccc2c1=O)C(=O)NCC1CCC(C(=O)O)CC1 (stereo partly specified)	8%	i	0%	0.0%	44%[activator]	18%	16	-5%	9%
CN(C)S(=O)(=O)n1cnc(C(CCO)c2ncn(S(=O)(=O)N(C)C)c2CCCO)c1 (stereo unspecified)	16%	i	-2%	-0.2%	7%	0%	16	6%	6%
Cc1cccc(NC(=O)CSC2=Nc3ccccc3C3=NC(CCC(=O)NCc4ccc(F)cc4)C(=O)N23)c1 (stereo unspecified)	u	u	u	0.3%	-12%	0%	x	x	-7%
CCCS(=O)(=O)N1CCCC(C(=O)N2CCN(c3ccccc3)CC2)C1 (stereo unspecified)	7%	i	0%	-1.3%	2%	7%	-7	12%	-4%
Cc1ccc(C(=O)CSc2nnc(COc3ccc(C#N)cc3)n2-c2ccccc2)cc1	-16%	u	-16%	0.0%	-1%	-3%	-3	9%	-13%
